TLR9-MyD88 block – TLR9-MyD88 interaction inhibition | 340,000 tested, 0.21% active | CHO BLA complementation TLR9-MyD88, CCF4 FRET ratio | AID 504734 | Q9NR96+Q99836 | inhibition, % at 4.98 µM;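 active = inhibition above the mean over all tested compounds plus 3 SD, cut at about 21% in these data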;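 also: 0% = DMSO only wells and 100% = clavulanate BLA inhibitor control wells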
Vif inh – HIV Vif inhibition; HEK293T cells, Vif self-association by quenched fluorescence, imaging, 24 h; AID 602346; inhibition, % at 7.49 µM; 340,000 tested, 0.35% active; in the data active = inhibition above about 50%, passing the limit was not always enough; inconclusive = no clear call, values can overlap the other calls; inactive = below about 31%; also: some results filed as inactive read as strong as hits
SRC3 inh – inhibits human SRC3 coactivator. HEK293 GAL4-SRC3 luciferase reporter, luminescence. AID 588352. 360,000 tested, 0.17% active. Q9Y6Q9. inhibition, % at 3.6 µM;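 active = inhibition above a per-campaign cutoff, the mean of all compounds plus 3 SD, cut at about 60% in these data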;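 also: 0% = DMSO-treated cells and 100% = gossypol-treated cells at 36 µM; higher means less SRC3-driven luciferase light from the GAL4 reporter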
NCOA2 inhibitor – human SRC2 (NCOA2) inhibition | AID 651957 | Q15596 | inhibition, % at 9 µM | HEK293 GAL4-SRC2 luciferase reporter, luminescence | 370,000 tested, 0.17% active;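 active = inhibition above the mean inhibition of all tested compounds plus 3 SD, set per campaign, cut at about 52% in these data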;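 also: 0% = DMSO treated cells and 100% = cells given Gossypol at 36 µM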
TROY NFkB inh – inhibitors of TROY-dependent NF-kB signaling | Q293 LMP1-TROYcd NF-kB luciferase reporter, 4 h | inhibition, % at 10 µM | 360,000 tested, 0.98% active | AID 1347056;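 active = compounds whose plate-normalised and pattern-corrected inhibition of the luciferase reporter signal at the single screening dose is 50% or more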
SRC1 inh – inhibitors of human steroid receptor coactivator 1 (SRC1); Q15788; HEK293 GAL4-SRC1 luciferase reporter, luminescence; inhibition, % at 3.6 µM; 360,000 tested, 0.12% active; AID 588354;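 active = inhibition above the campaign mean plus 3 SD, with each screening campaign given its own cutoff, cut at about 60% in these data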;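 also: 0% = DMSO treated cells and 100% = gossypol at 36 µM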
NR5A2 inv ag – inverse agonists of human LRH-1 (NR5A2); O00482; HEK293T StAR-luciferase reporter, LRH-1 transfected, 24 h; inhibition, % at 3.6 µM; 360,000 tested, 0.13% active; AID 602396;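 active = inhibition above the mean inhibition of all tested compounds plus 3 SD, cut at about 73% in these data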;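 also: 0% = DMSO wells and 100% = reporter-only cells lacking LRH-1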
Target sequence (O00482 whole entry, looked up): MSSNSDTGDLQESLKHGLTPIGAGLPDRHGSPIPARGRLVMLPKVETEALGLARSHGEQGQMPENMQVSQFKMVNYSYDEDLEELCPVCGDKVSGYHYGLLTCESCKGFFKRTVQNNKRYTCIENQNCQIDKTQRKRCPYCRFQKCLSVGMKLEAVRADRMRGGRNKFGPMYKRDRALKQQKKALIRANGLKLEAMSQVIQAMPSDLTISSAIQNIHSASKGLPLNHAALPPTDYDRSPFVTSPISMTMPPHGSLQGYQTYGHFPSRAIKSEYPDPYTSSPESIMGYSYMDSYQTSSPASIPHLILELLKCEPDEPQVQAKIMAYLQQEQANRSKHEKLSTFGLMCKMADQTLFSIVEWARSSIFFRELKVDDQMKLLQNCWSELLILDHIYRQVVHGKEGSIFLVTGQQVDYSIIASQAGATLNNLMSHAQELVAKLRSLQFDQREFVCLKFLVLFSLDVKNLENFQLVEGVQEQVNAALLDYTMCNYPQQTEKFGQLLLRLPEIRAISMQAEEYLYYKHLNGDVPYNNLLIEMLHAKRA
C8 TRAIL sens – caspase-8 TRAIL sensitization. NB7+C8 cells + TRAIL, ATPlite viability luminescence. inhibition (viability loss, TRAIL sensitization), % at 10 µM. 360,000 tested, 1% active;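 active = compounds causing at least 50% loss of cell viability in the single-dose screen, relative to plate controls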
COUP-TFII inh – blocks human COUP-TFII nuclear receptor | P24468 | HEK293T NGFI-A luciferase reporter, luminescence | inhibition, % at 8.6 µM | 370,000 tested, 0.7% active | AID 686940;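 active = inhibition above a per-plate cutoff, mean inhibition of test wells between control levels plus 3 SD, cut at about 38% in these data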;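 also: cells cotransfected with COUP-TFII expression vector driving the NGFI-A reporter; 0% = median of COUP-TF2 test wells and 100% = reporter-only cells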
Target sequence (P24468 whole entry, looked up): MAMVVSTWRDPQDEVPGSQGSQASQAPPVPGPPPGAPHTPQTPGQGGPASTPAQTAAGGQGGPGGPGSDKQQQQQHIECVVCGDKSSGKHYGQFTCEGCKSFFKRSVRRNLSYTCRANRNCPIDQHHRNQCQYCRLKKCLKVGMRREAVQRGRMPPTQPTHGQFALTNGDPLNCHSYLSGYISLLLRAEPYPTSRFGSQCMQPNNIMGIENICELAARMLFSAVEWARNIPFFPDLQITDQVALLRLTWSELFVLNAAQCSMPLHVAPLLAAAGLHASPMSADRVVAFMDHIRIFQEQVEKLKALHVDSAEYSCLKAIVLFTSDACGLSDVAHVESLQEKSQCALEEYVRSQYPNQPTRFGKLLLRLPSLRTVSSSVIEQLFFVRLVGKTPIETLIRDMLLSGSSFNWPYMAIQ
LMP1 NFkB inh – reduces LMP1-driven NF-kappaB luciferase signal. 350,000 tested, 0.69% active. LMP1-induced NF-kappaB luciferase reporter cells, luminescence. inhibition, % at 12.5 µM; in the data active = inhibition above about 41%; inconclusive = no clear call, values can overlap the other calls;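 also: 0% = neutral control wells and 100% = reference inhibitor control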
NOD2-RIPK2 inh – NOD2-RIPK2 protein interaction inhibition. AID 624267. inhibition, % at 4.98 µM. O43353. 360,000 tested, 0.38% active. CHO BLA complementation NOD2-RIPK2, CCF4 ratio; in the data active = inhibition above about 21%;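 also: 0% = vehicle only and 100% = reference blocker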
* hit, by the source's call; ? = inconclusive; / = no result given. An excerpt, so the mix of outcomes need not match the whole.

SMILES	COUP-TFII inh	C8 TRAIL sens	NR5A2 inv ag	TROY NFkB inh	TLR9-MyD88 block	SRC1 inh	Vif inh	SRC3 inh	LMP1 NFkB inh	NOD2-RIPK2 inh	NCOA2 inhibitor
Cc1ccc(S(=O)(=O)NNC(=O)Cc2cccn2C)cc1	21	-2	5	-3	7	1	-3	8	-3	-4	5
COc1ccc(C(=O)N2CCCC(CNC(=O)c3ccc(F)cc3)C2)cc1OC (centres undefined)	13	8	-1	-7	12	5	0	0	-5	5	-9
CC(=O)C[C@@H](O)CC(=O)[C@@H]1OC(=O)[C@@H](C)CCCCc2ccccc21	-12	4	-9	-15	0	9	-2	9	-11	0	16
Cc1cc(C(=O)N2CCN(c3ccc(F)cc3)CC2)on1	-10	-2	4	0	13	5	3	2	1	-2	-2
COC(=O)c1c(O)cc(C(C)(C)C)n(-c2ccc(F)cc2)c1=O	1	2	7	-24	-4	7	-2	20	-4	-2	-4
C/C(=C(\C#N)C(=O)NCCN1CCOCC1)N(C)C	5	10	6	-23	-3	4	0	17	4	4	-18
CC1Cc2c([nH]c3ccccc23)C2c3ccccc3CN12 (centres undefined)	-11	3	25	0	5	-7	-10	4	7	-3	-12
Cc1ccccc1S(=O)(=O)NC(=O)C1(C)CCN1C(=O)Cc1cccs1 (centres undefined)	8	-12	-5	11	/	1	-10	-14	/	1	18
CCCn1nc(C(=O)NNC(=O)c2cc(S(=O)(=O)NC)ccc2Br)c2ccccc2c1=O	-5	-8	5	-16	5	-6	4	-17	5	-4	-5
Cc1nn(CC(=O)Nc2ccc(C(C)C)cc2)c(C)c1[N+](=O)[O-]	15	-3	-2	2	-5	4	-4	18	-2	-8	21
COc1cccc(NC(=S)N2CCn3c(nc4ccccc43)C2)c1	-11	-3	8	-6	-5	12	13	17	-10	0	-18
COc1cc2ccc(-c3ccc4ccccc4n3)cc2cc1OC	-23	0	-24	-7	11	-160	-9	-60	-2	3	-59
C=CCC(NCc1ccccc1)c1ccc(Cl)cc1 (centres undefined)	-1	-6	0	-5	-7	1	-10	20	-7	-1	-7
COc1ccc(NS(=O)(=O)c2cc3c(cc2C)N(C(C)=O)CCO3)cc1	-17	-11	13	5	-5	-3	/	1	8	-6	-13
CCOC(=O)c1c(-n2cccc2)sc2c1CCCC2=O	-27	3	-2	11	-1	-4	-15	2	?	-4	2
Cc1nc(SCC(=O)Nc2ccc(CN3CCCC3)cc2)c2c(C)c(C)sc2n1	4	-4	-4	13	-3	-10	12	-15	-13	-6	7
COc1ccc(-c2nc(N)ncc2-c2csc(C)n2)c(O)c1	4	-9	-54	4	-13	-15	7	-13	-5	3	0
CC1=NN(c2cccc([N+](=O)[O-])c2)C(=O)C1	5	-2	1	-3	-2	-18	-8	9	2	4	12
CS(=O)(=O)N1CCN(c2nc3ccc(Cl)cc3s2)CC1	11	-6	-5	-58	2	1	4	-27	0	0	-15
N#C/C(=C/c1ccc2c(c1)OCO2)C(=O)Nc1ccc(O)cc1	-16	22	-15	-36	0	-24	7	-26	-28	0	-60
CCOc1cc(CNC(CC)CO)ccc1OCC(=O)Nc1cccc(C(F)(F)F)c1 (centres undefined)	6	2	1	5	-2	-14	3	14	-9	3	-28
O=C1NC[C@H](CCCCN2CCN(CCC3CCCCC3)C(=O)C2=O)N(CCc2ccccc2)C1=O	-11	-10	-12	-13	/	/	/	/	/	-4	3
COC(=O)c1ccc(CSc2nnc(-c3ccccc3)n2C)o1	14	1	6	9	-3	-15	-6	-4	-13	5	-34
CCOC(=O)C1CCCN(Cc2ccccc2C)C1 (centres undefined)	8	2	-3	5	-7	18	0	4	7	-4	2
Cc1ccccc1/C=C1\SC(=S)N(/N=C/c2cc([N+](=O)[O-])ccc2O)C1=O	3	2	20	78*	-3	-9	-1	-6	-8	0	-19
COC(=O)CC1COc2ccccc2N1C(=O)/C=C/c1ccccc1 (centres undefined)	-14	4	-4	-13	12	-11	-12	6	6	-4	-7
COC(=O)c1ccc(C(=O)OC)c(NC(=O)CSc2nnc(-c3ccccc3Cl)o2)c1	7	0	22	6	-6	-8	0	3	0	3	3
CC(=O)Nc1ccc(C=NNC(=O)CCCC(=O)NN=Cc2ccc(NC(C)=O)cc2)cc1	-2	8	-12	2	7	6	3	11	81*	-2	7
C/C(=N\NC(=O)c1nnn(-c2nonc2N)c1CSc1ccccc1)c1ccco1	13	-12	-9	-13	-9	19	-3	4	-5	-2	-24
NC(=O)c1nsc(C(=O)N(CC(=O)NCc2ccc(F)cc2)Cc2ccco2)c1N	12	-1	-18	-3	7	-11	-2	3	2	1	6
CC(C)(C)NC(=O)C(CCc1ccccc1)n1c(=O)c(-c2ccccc2)nc2ccccc21 (centres undefined)	11	-3	-17	/	/	/	/	/	/	12	0
CC(C)NC(=O)COC(=O)CNC(=O)c1cc(Cl)cc([N+](=O)[O-])c1	4	-4	5	-4	10	22	-5	6	0	-12	-8
COc1ccc(CCC(=O)OCC(=O)NCc2ccccc2)cc1	-8	3	4	-6	-12	-7	16	-5	2	-8	3
O=C(NNS(=O)(=O)c1ccccc1)c1ccc([N+](=O)[O-])cc1	13	-25	17	3	-5	5	-6	-3	5	-4	1
O=C(CN1C(=O)NC2(CCCC2)C1=O)Nc1ccccc1-c1ccccc1	-7	-24	-4	-13	4	-8	2	7	2	1	-17
C/C=C/C=C\C(=O)Nc1cccc(C2=NOC3(C2)C[C@@H](C(N)=O)N(C(=O)/C(C)=C/C)C3)c1 (some centres undefined)	-1	-4	12	-10	-2	0	-11	2	-6	-4	15
CCOC(=O)Nc1ccc(S(=O)(=O)Nc2nc(C)cc(C)n2)cc1	3	4	-34	-14	-4	-5	-5	9	0	-9	0
COc1ccc(C2CC(C)=NN2C=O)cc1OC (centres undefined)	-3	-10	-1	0	-1	-6	-5	8	-6	5	11
O=C(NCC1CCCCC1)C1CCN(C(=O)NC2CCCCC2)CC1	-1	-12	7	-11	0	-34	9	9	5	-9	9
O=C(COC(=O)c1ccco1)NCCc1ccc(Cl)cc1	3	-1	-14	-8	-5	-18	-3	0	3	-3	-3
CC(C)COC(=S)Nc1ccccc1	-4	2	-20	-68	7	-57	/	-8	-22	-5	-11
Cc1cc(C(=O)CSc2nnc(-c3ccc(F)cc3)o2)c(C)n1CC1CCCO1 (centres undefined)	15	11	10	4	-9	-19	-9	6	7	-5	9
CC(C)NC(=O)N(C)C[C@H]1Oc2ccc(NC(=O)Nc3ccccc3)cc2C(=O)N([C@H](C)CO)C[C@@H]1C	-7	1	12	-11	3	-9	/	-7	5	7	-12
C[C@H](CCC(=O)OCc1cn(CC(=O)c2ccc(O)cc2)nn1)C1CC[C@H]2[C@@H]3CC[C@@H]4C[C@H](O)CC[C@]4(C)[C@H]3C[C@H](O)[C@]12C (some centres undefined)	5	35	27	30	4	9	0	-1	1	4	-5
CN(CCc1ccccc1)C1CCCN(S(=O)(=O)c2cccc(F)c2)C1 (centres undefined)	5	-1	-10	4	-3	-5	1	-13	11	5	-15
CCOCCCNc1c2c(nc3cc(-c4ccc(F)cc4)nn13)CCC2	1	2	-24	-33	-11	-10	-2	-8	-11	-5	-15
O=C(CCCOc1ccc(Cl)cc1Cl)N1CCCc2ccccc21	-8	4	-11	/	-3	-8	-6	-1	4	-5	-12
CCCCN(C)C(=O)c1[nH]c(C(F)(F)F)nc1-c1ccccc1	-7	-9	-12	5	/	15	1	9	/	-12	19
Cc1ccccc1CS(=O)(=O)CCC(=O)O	2	1	14	-3	-10	9	12	3	1	2	-7
CCOC(=O)Cc1c[nH]c2ccccc12	1	28	7	-21	-3	11	-10	-9	-7	-2	1

Going on with the list:
SMILES	COUP-TFII inh	C8 TRAIL sens	NR5A2 inv ag	TROY NFkB inh	TLR9-MyD88 block	SRC1 inh	Vif inh	SRC3 inh	LMP1 NFkB inh	NOD2-RIPK2 inh	NCOA2 inhibitor
Cc1ccc(-n2nnnc2-c2cnc3ccc(Cl)cc3c2-c2ccccc2)cc1	9	22	-2	8	-1	-26	19	11	17	-2	-14
Cc1cccc(C(C)(C)C)c1OCCN1CCCC1	-14	-2	-6	0	4	9	-16	17	-1	-9	-15
CCC(C(=O)NCc1ccc(F)cc1)n1nc(C)n2c(cc3occc32)c1=O (centres undefined)	16	-14	-10	4	1	-20	-3	7	5	-9	36
c1ccc(C2=Nn3c(nnc3-c3cccs3)SC2)cc1	-5	-17	5	-20	-7	-30	2	6	0	-15	3
O=C1c2ccccc2C(=O)c2[nH]cnc21	4	5	15	-8	-3	10	-3	-11	-7	-12	-22
CCCCC(=O)Nc1cc(-c2nc3ncccc3o2)ccc1C	2	-3	12	2	-3	12	-7	20	-9	-7	13
O=C(Cn1c(=O)oc2ccccc21)NCCc1ccccc1	-17	-4	-5	17	3	8	/	-5	2	2	5
CCOC(=O)C1CCCN(C(=O)c2sc3nc(C)nc(N4CCOCC4)c3c2C)C1 (centres undefined)	7	16	3	-1	1	-54	11	-8	7	-9	6
NCCCC[C@H]1CNC(=S)N1CCCCC1CCCCC1	8	4	12	21	-6	-4	-2	-7	-3	5	9
Cc1cc(Oc2ccccc2)nc(SCC(=O)Nc2ccc(Cl)cc2Cl)n1	0	6	0	25	12	-6	-3	10	4	-1	-4
Cc1ccc(NC(=O)COc2ccccc2CNC(C)(C)CC(C)(C)C)cc1	-19	12	14	-38	-6	10	15	16	-2	-2	-12
COc1ccc(CCN2CC(C(=O)NCc3cnn(C(C)C)c3)CCC2=O)cc1 (centres undefined)	5	11	11	-8	4	-15	4	-1	0	-1	-22
Cc1cc(NC(=O)CCC(=O)N(C2CC2)C(C(=O)NC(C)(C)C)c2ccccc2Cl)no1 (centres undefined)	-4	11	-12	-11	1	-13	?	7	1	-8	27
O=C(/C=C\c1ccccc1)NCC(=O)N/N=C/c1ccc(O)cc1O	/	17	-59	-3	9	4	11	10	-5	4	/
O=C(COC(=O)/C=C/c1ccco1)Nc1cc(S(=O)(=O)N2CCOCC2)ccc1Cl	-29	-2	8	6	1	-15	-1	2	-7	-4	-16
O=C(CCCn1c(=O)c2sccc2n(CC(=O)OCc2ccccc2)c1=O)NCc1ccco1	-8	-1	12	5	-2	-36	-3	10	-5	-1	-2
Cc1ccc(S(=O)(=O)N2CCOCC2)cc1NC(=O)CN1C(=O)NC(C)(c2ccc(Cl)cc2Cl)C1=O (centres undefined)	8	-19	10	14	2	3	-1	12	1	-2	-8
CSc1ccc(Cn2c(C)c(C(=O)NCCC#N)sc2=O)cc1	-5	0	13	16	/	-4	13	4	/	0	6
CC(=O)Oc1ccc(/C=N/NS(=O)(=O)c2ccccc2)cc1	14	4	10	1	1	13	-5	14	-15	6	2

Screening data: PubChem BioAssay, several laboratories
